ROS inducer: ROS inducers in U2OS cancer cells, primary screen, cell-based, H2DCF-DA fluorescence. ROS induction (% of piperlongumine), % at 10 µM. 46,000 compounds, 2% hits. U2OS ROS induction; in the data active = ROS induction above about 79%, passing the limit was not always enough; inconclusive = no clear call, values can overlap the other calls;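 also: 0% = DMSO vehicle median and 100% = reference compound median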
The depositor's hits bear a star; u = inconclusive. Only part of the results is shown; rates above refer to the full screens.

nr	mol	ROS inducer
1	C[C@H]1CN([C@@H](C)CO)C(=O)c2cccc(NC(=O)C3CCCCC3)c2O[C@H]1CN(C)CC1CCCCC1	5
2	C[C@H]1CN([C@@H](C)CO)C(=O)c2cc(NC(=O)CCCCCC(=O)Nc3ccccc3N)ccc2O[C@@H]1CN(C)S(=O)(=O)c1ccc(F)cc1	2
3	COc1ccc(NC(=O)Nc2ccc3c(c2)C(=O)N([C@H](C)CO)C[C@H](C)[C@H](CN(C)Cc2ccc(-c4ccccc4)cc2)O3)cc1	27
4	C[C@@H]1CN([C@@H](C)CO)C(=O)CCCn2nncc2CO[C@@H]1CN(C)Cc1cccc(C(=O)O)c1	8
5	O=C(CCNc1ccc(Cl)c(C(F)(F)F)c1)c1ccccc1	8
6	C[C@@H]1CN([C@H](C)CO)C(=O)Cc2cc(NS(C)(=O)=O)ccc2O[C@@H]1CN(C)C(=O)Nc1ccc(C(F)(F)F)cc1	-4
7	C[C@@H]1CN([C@@H](C)CO)C(=O)c2cc(NC(=O)CCCN(C)C)ccc2O[C@H]1CN(C)S(=O)(=O)c1ccc(Cl)cc1	-3
8	COc1ccc(CCO[C@@H]2O[C@H](CO[C@@H]3OC[C@H](O)[C@H](O)[C@H]3O)[C@@H](OC(=O)/C=C/c3ccc(O)c(OC)c3)[C@H](O[C@@H]3O[C@@H](C)[C@H](O)[C@@H](O)[C@H]3O)[C@H]2O)cc1O	-5
9	C[C@H]1CN([C@@H](C)CO)C(=O)Cc2cc(NC(=O)Nc3ccc4c(c3)OCO4)ccc2O[C@@H]1CN(C)C(=O)Nc1cccc2ccccc12	4
10	COc1ccc(S(=O)(=O)Nc2ccc3c(c2)C(=O)N([C@@H](C)CO)C[C@@H](C)[C@@H](CN(C)C(=O)Nc2cccc4ccccc24)O3)cc1	7
11	CCOc1ccccc1NC(=O)Cn1cnc2scc(-c3ccc(Cl)cc3)c2c1=O	17
12	O=C(CSc1nc2ccccc2n1S(=O)(=O)c1ccc(Cl)cc1)NCCc1ccccc1	-5
13	CCn1c(SCC(=O)Nc2cccc(F)c2)nnc1-c1ccc(C)cc1	-3
14	C[C@H]1CN([C@@H](C)CO)C(=O)c2cccc(NC(=O)Nc3ccc(F)cc3)c2O[C@H]1CN(C)S(=O)(=O)c1cn(C)cn1	-4
15	C[C@@H]1CN([C@@H](C)CO)C(=O)CCCn2cc(nn2)CO[C@H]1CN(C)S(=O)(=O)c1ccc(Oc2ccccc2)cc1	27
16	FC(F)(F)c1cccc(OCc2ccc(-c3ncns3)cc2)c1	-2
17	C[C@H]1CN([C@@H](C)CO)C(=O)Cc2cc(NC(=O)NC3CCCCC3)ccc2O[C@H]1CN(C)C(=O)Nc1ccc(C(F)(F)F)cc1	-5
18	C[C@@H]1CN([C@@H](C)CO)C(=O)c2cccc(NC(=O)Nc3ccc(F)cc3)c2O[C@H]1CN(C)S(=O)(=O)c1ccc(F)cc1	-4
19	C[C@@H]1CN([C@H](C)CO)C(=O)c2cccc(NC(=O)Nc3ccc(C(F)(F)F)cc3)c2O[C@H]1CN(C)S(=O)(=O)c1cccs1	0
20	C[C@@H]1CN([C@@H](C)CO)C(=O)c2cccc(NS(=O)(=O)c3ccc(Cl)cc3)c2O[C@@H]1CN(C)Cc1ccc(C(F)(F)F)cc1	2
21	CCCCN1C(=O)[C@H]2Cc3c([nH]c4ccccc34)[C@H](c3ccc(OC)cc3)N2C1=O	10
22	O=c1c(O)c(-c2ccc(O)cc2)oc2cc(O)cc(O)c12	0
23	COc1ccccc1N=C(NO)C(=Nc1ccccc1OC)NO	-24
24	Cc1ccc(S(=O)(=O)Nc2ccc3c(c2)C(=O)N([C@H](C)CO)C[C@@H](C)[C@@H](CN(C)S(=O)(=O)c2c(C)noc2C)O3)cc1	0
25	O=C(CCCCCC(=O)N/N=C/c1ccc(O)c2ccccc12)NO	-24
26	N#CC1=C(N)N(c2ccc(S(N)(=O)=O)cc2)C2=C(CCC2)C1(C(F)(F)F)C(F)(F)F	44
27	O=C(/C=C/C=C/c1ccc2c(c1)OCO2)N1CCCC1	-5
28	Cc1noc(C)c1S(=O)(=O)Nc1ccc2c(c1)C(=O)N([C@@H](C)CO)C[C@@H](C)[C@@H](CN(C)S(=O)(=O)c1ccccc1)O2	0
29	COC(=O)CNC(=O)c1cn(-c2ccccc2)nc1-c1ccc([N+](=O)[O-])cc1	2
30	COc1ccc(CN(C)C[C@H]2Oc3c(NC(=O)Nc4ccc(F)cc4)cccc3C(=O)N([C@@H](C)CO)C[C@@H]2C)cc1	13
31	C[C@@H]1CN([C@@H](C)CO)C(=O)Cc2cc(NS(=O)(=O)c3cn(C)cn3)ccc2O[C@@H]1CN(C)CC1CC1	-4
32	COC(=O)c1cc2c(-c3cccs3)nn(-c3ccccc3)c2n1Cc1cccc(C)c1	-6
33	Cc1ccc(C(=O)OC(c2ccccc2)c2nccc3ccccc23)cc1 (centres undefined)	46
34	O=c1[nH]c(CSc2nnc(-c3cccnc3)n2-c2ccccc2)nc2ccccc12	4
35	CC1=C(c2ccc(C)cc2)S(=O)(=O)NC1=NC(C)C12CC3CC(CC(C3)C1)C2 (centres undefined)	14
36	COc1ccc(NC(=O)Nc2ccc3c(c2)CC(=O)N([C@@H](C)CO)C[C@H](C)[C@H](CN(C)CC2CC2)O3)cc1	-15
37	O=C(Cc1ccc(Oc2ccccc2)cc1)c1ccccc1	3
38	Cc1nnc(Nc2cccc(Cl)c2C)s1	-8
39	COC(=O)c1c(C)oc2ccc(OCC#N)cc12	6
40	O=C(CN1CC(=O)Oc2ccccc21)OCC(=O)c1ccccc1	-13
41	CC(C)(C)c1ccc(Oc2c(C(F)(F)F)oc3cc(OCC(=O)O)ccc3c2=O)cc1	12
42	Cc1ccc(S(=O)(=O)Nc2ccc3c(c2)CC(=O)N([C@H](C)CO)C[C@@H](C)[C@@H](CN(C)Cc2ccc(Cl)c(Cl)c2)O3)cc1	35
43	C[C@H]1CN([C@@H](C)CO)C(=O)Cc2cc(NS(C)(=O)=O)ccc2O[C@H]1CN(C)Cc1ccccc1	-4
44	Cc1ccoc1CC[N+](C)(C)C	3
45	COc1ccccc1C(CCNCc1ccccc1)c1ccco1 (centres undefined)	-4
46	C=C(C(=O)O)[C@@H]1CC[C@@]2(C)CCC=C(C)[C@@H]2C1	-4
47	C[C@H](CO)N1C[C@H](C)[C@@H](CN(C)Cc2ccc(Cl)c(Cl)c2)Oc2ccc(NC(=O)Nc3ccc4c(c3)OCO4)cc2C1=O	9
48	O=C(Nc1cnn(Cc2ccc(Cl)cc2Cl)c1)C1CC(c2cccc(Br)c2)=NO1 (centres undefined)	1
49	O=C(Oc1c(CN2CCOCC2)cc(Cl)c2cccnc12)c1ccccc1Cl	-3
50	CNC[C@@H]1Oc2c(NC(=O)c3ccncc3)cccc2C(=O)N([C@@H](C)CO)C[C@H]1C	-2
51	CCOc1ccc(NC(=O)C(C)Sc2ncnc3sc(-c4ccccc4)cc23)cc1 (centres undefined)	-3
52	COc1cccc(Oc2c(C(F)(F)F)oc3cc(OC)ccc3c2=O)c1	35
53	CN(C)C1=NC(C(F)(F)F)(C(F)(F)F)N=C(c2ccccc2)O1	-2
54	CCn1c(SCC(=O)Nc2c(C)cc(C)cc2C)nnc1-c1ccccc1C	-9
55	CC(C)NC(=O)Nc1ccc2c(c1)CC(=O)N([C@@H](C)CO)C[C@@H](C)[C@@H](CN(C)C(=O)Nc1ccc3c(c1)OCO3)O2	111*
56	[N-]=[N+]=Nc1ccccc1C[C@@]1(C(=O)NCC(O)CO)N=C(c2ccc(OCCCO)cc2)O[C@@H]1c1ccccc1 (some centres undefined)	-1
57	COc1ccc([Si](C)(C)[C@@H]2[C@@H](CCO)O[C@]3(C(=O)N(Cc4ccc(N5CCCCC5=O)cc4)c4ccccc43)[C@H]2C)cc1	37
58	Cn1c(SCC(=O)Nc2cccc(C(F)(F)F)c2)nnc1-c1cc2cc(Cl)ccc2o1	-9
59	CC(C)NCC(O)COc1ccccc1-n1cccc1 (centres undefined)	-14
60	COc1ccc(OC)c(C(=O)CSc2nnc(-c3cccs3)n2C)c1	0

(listing goes on)
nr	mol	ROS inducer
61	COc1ccc(S(=O)(=O)Nc2ccc3c(c2)CC(=O)N([C@H](C)CO)C[C@@H](C)[C@H](CN(C)C)O3)cc1	-7
62	O=C(COc1ccccc1)Nc1ccc(S(=O)(=O)Nc2ncccn2)cc1	-6
63	C[C@H]1CN([C@@H](C)CO)C(=O)c2cc(NS(=O)(=O)c3ccc(F)cc3)ccc2O[C@@H]1CN(C)C(=O)Nc1ccccc1	-5
64	O=C(CN1C(=O)c2ccccc2C1=O)c1ccc(C(F)(F)F)cc1	6
65	COc1ccc(NC(=O)CNC(=O)c2ccccc2C)cc1	-18
66	CCOC(=O)c1c(N(C)C)ccc(C2C=CNC(=O)N2)c1C (centres undefined)	7
67	CC(=O)O[C@@H]1c2c(ccc3ccc(=O)oc23)O[C@@H]1C(C)(C)OC(=O)C=C(C)C	-5
68	COc1ccc(NC(=O)Nc2cccc3c2O[C@@H](CN(C)C(=O)Nc2ccccc2)[C@H](C)CN([C@H](C)CO)C3=O)cc1	44
69	C[C@H]1CN([C@@H](C)CO)C(=O)CCCn2nncc2CO[C@@H]1CN(C)C(=O)c1cc(-c2ccccc2)on1	5
70	CC(C)NC(=O)Nc1cccc2c1O[C@@H](CN(C)C)[C@@H](C)CN([C@H](C)CO)C2=O	-13
71	COc1ccc(C)cc1S(=O)(=O)N1CCCC(C(=O)Nc2ccccc2)C1 (centres undefined)	-1
72	C[C@H]1CN([C@@H](C)CO)C(=O)c2cc(NS(=O)(=O)c3ccccc3)ccc2O[C@@H]1CN(C)S(=O)(=O)c1ccccc1	6
73	COc1ccc(NC(=O)N(C)C[C@H]2Oc3ccc(NS(=O)(=O)c4cccs4)cc3C(=O)N([C@@H](C)CO)C[C@@H]2C)cc1	-3
74	Cc1ccccc1-c1nc(SCC(=O)Nc2ccccc2)n[nH]1	-9
75	C[C@@H]1CN([C@@H](C)CO)C(=O)c2cc(NC(=O)Nc3cccc4ccccc34)ccc2O[C@@H]1CN(C)S(=O)(=O)c1ccccc1	19
76	O=C(NCc1cccnc1)c1cccc(NC(=O)c2ccco2)c1	-7
77	C[C@H](CO)N1C[C@H](C)[C@H](CN(C)C)Oc2ccc(NC(=O)Nc3ccc4c(c3)OCO4)cc2C1=O	-9
78	C[C@H]1CN([C@@H](C)CO)C(=O)Cc2cc(NC(=O)Nc3ccc4c(c3)OCO4)ccc2O[C@H]1CN(C)CC1CCCCC1	51
79	C[C@@H]1CN([C@@H](C)CO)C(=O)Cc2cc(NS(C)(=O)=O)ccc2O[C@@H]1CN(C)S(=O)(=O)c1cccs1	6
80	O=C(COc1ccccc1[N+](=O)[O-])Nc1cccc(Cl)c1N1CCOCC1	17
81	O=C(COc1ccc(Br)cc1)Nc1cccc2ncccc12	0
82	Cc1cccc(-c2nnc3sc(NC(=O)CC(C)C)nn23)c1	0
83	C[C@H]1CN([C@@H](C)CO)C(=O)Cc2cc(NC(=O)Nc3ccccc3)ccc2O[C@@H]1CN(C)CC1CCCCC1	2
84	Cc1nc(SCC(=O)NCc2ccco2)c2c3c(sc2n1)CCC3	1
85	COc1cc(=O)oc([C@@]2(C)O[C@H]2/C(C)=C\C(C)=C\[C@@]2(C)O[C@@H](C)[C@]3(C)OC23)c1C (some centres undefined)	22
86	COc1ccc(NC(=O)Nc2ccc3c(c2)C(=O)N([C@@H](C)CO)C[C@H](C)[C@H](CN(C)S(=O)(=O)c2cccs2)O3)cc1	-2
87	C[C@H]1CN([C@@H](C)CO)C(=O)c2cc(NS(=O)(=O)c3ccc(F)cc3)ccc2O[C@H]1CN(C)S(=O)(=O)c1cccs1	3
88	COc1ccc(/C=C/C(=O)Nc2c3c(nc4c2CCC4)CCCC3)cc1OC	-7
89	CSC(=NCc1sccc1COc1ccc(Cl)cc1)NC#N	2
90	O=C(O)COCCN1CCN(C(c2ccccc2)c2ccc(Cl)cc2)CC1 (centres undefined)	3
91	C[C@H](CO)N1C[C@H](C)[C@H](CN(C)C(=O)Nc2ccccc2)Oc2c(cccc2N(C)C)C1=O	-6
92	Cc1noc(C)c1NC(=O)N(C)C[C@H]1Oc2c(NC(=O)CCCCCC(=O)Nc3ccccc3N)cccc2C(=O)N([C@@H](C)CO)C[C@@H]1C	-7
93	O=C(N/N=C/c1cccc(B(O)O)c1)c1ccccn1	u
94	CC(C)NC(=O)N(C)C[C@@H]1Oc2ccc(NC(=O)Nc3ccc(F)cc3)cc2C(=O)N([C@@H](C)CO)C[C@@H]1C	0
95	Cc1noc(C)c1NC(=O)N(C)C[C@@H]1Oc2ccc(NC(=O)CCN3CCOCC3)cc2C(=O)N([C@H](C)CO)C[C@H]1C	-1
